UBC9 SUMO inh: inhibitors of human SUMOylation (UBC9); P63279; HTRF SUMOylation assay, SAE1/SAE2 + UBC9, in vitro; inhibition, % at 35 µM; actives 0.36% (n = 290,000); AID 2006; in the data active = inhibition above about 50%, passing the limit was not always enough; also: strong numbers were not always called active
Target sequence (P63279 whole entry, looked up): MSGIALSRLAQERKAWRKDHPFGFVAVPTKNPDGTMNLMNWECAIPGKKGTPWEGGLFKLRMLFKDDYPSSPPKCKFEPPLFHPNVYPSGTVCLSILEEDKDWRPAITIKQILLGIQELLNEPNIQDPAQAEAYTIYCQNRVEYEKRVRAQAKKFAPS
NALP1 inh: NALP1 inhibition; S. cerevisiae NALP1/ASC/caspase-1 growth, X-gal OD620, 72 h; inhibition, % at 10 µM; actives 0.61% (n = 280,000); AID 2071; in the data active = inhibition mostly above about 24%, no sharp cut-off; inactive = mostly below about 32%; also: some compounds called inactive have numbers as strong as hits
IMP-1 inhibitor: blocks Pseudomonas aeruginosa IMP-1 metallo-beta-lactamase | actives 0.45% (n = 290,000) | purified IMP-1, nitrocefin hydrolysis, epi-absorbance fluorescence | inhibition, % at 5.6 µM | AID 1556;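 active = inhibition above the mean plus 3 SD of all compounds in the same screening run, cut at about 4.5% in these data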;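 also: 0% = IMP-1 with DMSO and 100% = DMSO wells lacking enzyme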
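Test system: recombinant IMP-1 enzyme, purified / Medium: HEPES buffer pH 7.1 with ZnSO4 and Brij 35 / Doses: single dose, 5.6 µM / Times: 25 °C, 15 min preincubation, 25 min reaction / Detection: Epi-absorbance via hydrolysed-nitrocefin quenching of white-plate fluorescence, 480/530 nm, EDTA stop / Evaluation: percent inhibition from optical density relative to buffer-blank wells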
MEKK2 WT-MEK5: raises or lowers MEK5 binding to wildtype human MEKK2 PB1 domain. binding response (% of control), % at 10 µM. bead flow cytometry, Alexa488-MEK5 binding to MEKK2 WT; actives lie on both sides. Q9Y2U5. actives 1.1% (n = 290,000); in the data active = binding response below about 67% or above about 130%
DNA FID counter: counter-screen for HCV NS3 helicase inhibitors: DNA intercalator displacement. DNA fluorescent intercalator displacement, fluorescence. inhibition, % at 7.9 µM. actives 0.17% (n = 290,000). AID 1845; in the data active = inhibition above about 37%;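 also: 0% = vehicle and 100% = reference compound; higher means more ethidium bromide displaced from hairpin DNA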
HCV NS3 hel inh: blocks Hepatitis C virus NS3 helicase unwinding. NS3 helicase DNA unwinding, Cy5 molecular beacon fluorescence. inhibition, % at 10.9 µM. actives 0.56% (n = 290,000). AID 1800;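 active = inhibition above the mean of all tested compounds plus 3 SD, set per campaign, cut at about 35% in these data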;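 also: 0% = DMSO wells and 100% = thioflavine S control wells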
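Control set: DMSO versus 110 µM thioflavine S; Material: NS3 helicase fragment of HCV; Measured by: Cy5 fluorescence at 0 and 60 min, beacon hairpin quenching; Read-out basis: percent inhibition from t60/t0 fluorescence ratio; Times: reaction time 60 min, 25 °C; Repeats: single replicate; Compound dosing: single dose, 10.9 µM nominal final, DMSO 0.8% final.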
MEKK2mut PB1 HTS: signal of MEK5 binding to mutant human MEKK2 PB1 domain; percent response, % at 10 µM; actives 0.35% (n = 290,000); bead flow cytometry, Alexa488-MEK5 binding to MEKK2 mutant; in the data active = percent response above about 24%, passing the limit was not always enough; also: inactives centre near 1; some results filed as inactive read as strong as hits
VIM-2 inh: inhibitors of Pseudomonas aeruginosa VIM-2 metallo-beta-lactamase | purified VIM-2, nitrocefin hydrolysis, epi-absorbance fluorescence | AID 1527 | inhibition, % at 5.6 µM | actives 0.89% (n = 290,000);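 active = inhibition above the mean of all tested compounds plus 3 SD, cutoff set per screening run, cut at about 7.5% in these data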;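 also: red hydrolysis product quenches plate fluorescence so inhibitors raise well fluorescence; 0% = enzyme with DMSO and 100% = DMSO without enzyme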
PfM18AAP inh: blocks P. falciparum M18 aspartyl aminopeptidase | actives 1.2% (n = 290,000) | inhibition, % at 7.35 µM | recombinant PfM18AAP, H-Glu-NHMec fluorogenic cleavage;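 active = inhibition above the campaign mean inhibition over all tested compounds plus 3 SD, cut at about 28% in these data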;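 also: 0% = plate median of test compound wells and 100% = 2 mM ZnCl2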
An asterisk follows results filed as active; nt = no result given.

Fields – UBC9 SUMO inh	NALP1 inh	IMP-1 inhibitor	MEKK2 WT-MEK5	DNA FID counter	HCV NS3 hel inh	MEKK2mut PB1 HTS	VIM-2 inh	PfM18AAP inh
Cc1n[nH]c(=O)nc1Nc1ccc(O)cc1
  1	8	-4.9	99	0	1	-2	-2.6	5
CCC(NC(=S)NC1CCCCC1)c1ccc(C)cc1 (stereo not drawn)
  5	9	-0.8	103	-31	-2	-2	-4.4	-11
CCOC(=O)C1=C2c3ccc4ccccc4c3CC(C)(C)N2C(=O)C1=O
  24	2	-2.5	99	-10	-16	5	-2.0	5
Cc1ccc(Sc2cc(C(F)(F)F)nc(N(C)C)n2)cc1
  1	24	-1.3	111	-2	8	-6	-2.8	-2
Cc1cccc(-c2cc(C(=O)Nc3ccc4c(c3)OCCO4)c3ccccc3n2)c1
  -11	36	-1.2	nt	-1	4	nt	-7.1	-2
O=c1oc2c(CN3CCOCC3)c(O)c(Cl)cc2c2c1CCCC2
  43	22	5.3*	111	-7	19	12	2.2	-1
NC(=O)c1cc(-c2ccccc2)nc(N2CCOCC2)n1
  -16	29	-4.3	102	-10	-6	3	-0.3	3
CC1=C(C(=O)OCc2ccccc2)C(c2ccc(C(F)(F)F)cc2)NC(=O)N1CCCCCC(=O)O (stereo not drawn)
  8	14	-3.0	97	-42	6	1	-3.3	-2
CCOC(=O)C1=C(C)Nc2nc(SCC)[nH]c(=O)c2C1c1ccncc1 (stereo not drawn)
  27	25	-3.3	111	-1	-4	2	-2.3	11
COc1cccc(Nc2nnc(SCC3CCCCO3)s2)c1 (stereo not drawn)
  -13	-7	-3.6	nt	-23	-4	nt	-3.4	2
Cc1ccsc1-c1nc(CN2CCN(C)C(=O)[C@@H]2C)c(C)o1
  4	15	-2.0	103	-4	7	-3	-5.9	1
CCC(C)NC(=O)C1CCC(=O)N1Cc1ccc(C)cc1 (stereo not drawn)
  -5	1	-2.1	105	-1	4	-5	-3.5	-2
N#Cc1ccc(S(=O)(=O)N2CCC(N3CCCCC3)CC2)cc1
  10	23	-2.7	103	0	4	1	-1.6	1
COC(=O)c1ccc(C(=O)OC)c(NC(=O)CSc2nc(-c3ccco3)cc(C(F)(F)F)n2)c1
  nt	nt	-1.2	nt	1	0	nt	-1.5	-7
O=C(N/N=C/c1cc(Br)c(O)c(Br)c1O)c1ccc2c(c1)OCCO2
  12	-10	-3.8	93	-23	16	-3	-3.5	25
Cc1ccc(S(=O)(=O)Nc2c(NC3CCCCC3)c3ccccc3oc2=O)c(C)c1
  3	17	-2.7	93	-28	3	-5	-1.1	6
Cc1ccc2nc(NCCCO)nc(-c3ccccc3)c2c1
  19	-5	-5.9	106	-15	-17	4	-3.4	6
CCOC(=O)c1c(C)c(C(=O)NCc2cccnc2)c(C)n1CC
  -3	nt	-4.0	87	-9	-4	-6	-1.0	7
N#Cc1ccccc1OCC(O)CS(=O)(=O)c1ccccc1 (stereo not drawn)
  15	13	-1.9	99	-2	2	2	-2.2	-1
O=C(CCn1c(=O)c2cccn2c2ccc(F)cc21)NCCc1ccccc1
  -3	14	-1.5	103	-43	-5	3	-3.6	1
Cn1cncc1C(=O)c1ccccc1
  20	25	-2.1	112	1	13	13	-1.4	0
COCCCn1c(C)nc2c(c1=O)c1nc3ccccc3nc1n2CCc1ccccc1
  -21	-8	-1.3	100	-7	10	-1	-1.9	-6
CCCN(CCC)S(=O)(=O)c1ccc(C(=O)NCc2ccco2)cc1
  7	11	-4.0	113	-13	13	10	-2.6	3
O=C(CSC(=S)N1CCCC1)c1ccccc1
  3	3	0.1	99	-14	-1	-1	0.8	0
O=C(CN1C(=O)CSC1=O)NC1CCCCC1
  -1	7	-3.0	101	0	2	0	-1.0	-5
Cc1ccc(Oc2ccc(-c3nc(N)nc(N)n3)cc2)cc1
  -9	4	-2.4	103	0	-28	2	-1.0	-11
COc1ccc2c3c([nH]c2c1)C1CC2C(CC(O)C(OC)C2C(=O)O)CN1CC3 (stereo not drawn)
  33	nt	-1.4	97	0	0	4	-2.2	1
CCCn1c(CN2CCN(C(=O)OCC)CC2)nc2cc(NC(=O)C(C)C)ccc21
  16	3	-2.9	102	-37	-13	4	-0.5	-16
Cc1c([N+](=O)[O-])cc(C(=O)Nc2ccc(Cc3ccncc3)cc2)cc1[N+](=O)[O-]
  -1	24	-2.8	97	10	-9	-2	-1.8	-5
NC(=O)c1cc(S(=O)(=O)N2CCN(c3cccc(Cl)c3)CC2)cs1
  9	15	-1.1	96	-15	-7	-5	0.1	-5
CC(OC(=O)C1CCN(S(=O)(=O)c2ccc(Cl)cc2)CC1)C(=O)N1CCc2ccccc21 (stereo not drawn)
  6	2	-0.8	87	0	5	-6	1.2	-12
CC(NC(=O)COc1cccc(Br)c1)C(=O)O (stereo not drawn)
  -16	-16	-1.2	nt	5	-16	nt	-4.6	3
C=C(C)Cn1c(C)cc(C)c(S(=O)(=O)c2ccccc2C)c1=O
  3	-1	-0.3	101	-19	-10	-3	-0.5	4
Cc1ccc(CNC(=O)CCS(=O)(=O)c2cccc3nsnc23)cc1
  10	1	-1.3	115	-4	9	5	-2.8	-4
Cc1ccc(CN2CCN(Cc3cn(C)nc3-c3ccccc3)CC2CCO)o1 (stereo not drawn)
  -2	-11	-1.7	103	1	-4	6	-1.9	-1
Cc1ccsc1/C=N/NC(=O)c1ccc(Cn2cc(Br)cn2)o1
  8	30	-1.6	98	-23	11	1	-2.7	4
C/C(O)=C\c1nc2ccccc2oc1=O
  1	9	-1.8	115	5	5	4	-8.2	8
CC(=O)NCC(=O)NC1CCCc2c1cnn2-c1ccccc1F (stereo not drawn)
  12	23	-1.1	109	2	5	6	0.5	-2
CCCCNC(=O)C1CCN(c2nc(OC)nc(OC)n2)CC1
  2	4	-3.7	96	-10	8	9	-2.9	-2
COCCCNc1nc2c(c(=O)n(Cc3ccc(F)cc3)c(=O)n2C)n1C
  16	21	-2.8	109	-14	8	4	-1.0	-5
CC(=O)Oc1ccc(C(=O)Nc2ccccc2C(=O)N2CCCCC2)cc1
  11	8	-2.2	101	-6	10	8	-2.6	3
COc1ccc(C(C(=O)NCc2ccccc2)N(C(=O)c2snc(C(N)=O)c2N)c2ccccc2OC)cc1 (stereo not drawn)
  -10	11	0.7	98	-37	-14	-3	-1.1	-1
O=C(CSc1ccc(-c2cccc([N+](=O)[O-])c2)nn1)NC1CCCC1
  5	-16	-3.8	101	0	-5	-2	0.7	-16
COc1cccc(OC)c1C(=O)Nc1nnc(-c2ccc(F)cc2)s1
  8	21	1.0	102	-22	5	2	2.9	1
COc1ccccc1C1CC(c2ccc(Cl)cc2)Nc2nc(N)nn21 (stereo not drawn)
  14	8	0.8	88	-25	-4	-7	-0.1	-10

For convenience, some entries already given:
Fields – UBC9 SUMO inh	NALP1 inh	IMP-1 inhibitor	MEKK2 WT-MEK5	DNA FID counter	HCV NS3 hel inh	MEKK2mut PB1 HTS	VIM-2 inh	PfM18AAP inh
COc1cccc(OC)c1C(=O)Nc1nnc(-c2ccc(F)cc2)s1
  8	21	1.0	102	-22	5	2	2.9	1
COc1ccccc1C1CC(c2ccc(Cl)cc2)Nc2nc(N)nn21 (stereo not drawn)
  14	8	0.8	88	-25	-4	-7	-0.1	-10

Following part
Fields – UBC9 SUMO inh	NALP1 inh	IMP-1 inhibitor	MEKK2 WT-MEK5	DNA FID counter	HCV NS3 hel inh	MEKK2mut PB1 HTS	VIM-2 inh	PfM18AAP inh
Cc1c(NS(=O)(=O)c2cccc(C(=O)NCc3ccccc3)c2)c(=O)n(-c2ccccc2)n1C
  -6	5	-1.7	nt	-23	5	nt	-5.8	-14
CCOC(=O)C1CCN(C(=S)NC(=O)c2cccs2)CC1
  3	-4	-1.4	101	-14	22	1	-3.6	10
COc1ccccc1C/C(N)=N/OC(=O)COc1cccc(C)c1C
  -9	6	-1.4	96	-16	-4	0	-3.0	-3
CCOC(=O)c1nn(-c2ccccc2)c(C#N)c1N
  15	4	-1.1	96	-3	-4	1	-0.1	1
COc1cc(Cl)c(C)cc1NC(=O)Cc1ccc(OC)c(OC)c1
  10	1	-2.8	99	-18	-2	-3	-0.8	0
CCOC(=O)C(=NC1CCS(=O)(=O)C1)NNc1ccccc1Cl (stereo not drawn)
  22	nt	-4.2	105	-3	1	1	-0.7	2
CCOc1ccc(NC(=S)N2CCN(S(C)(=O)=O)CC2)cc1
  1	6	-1.8	103	-7	-2	0	-1.6	2
COc1cc(NC(=O)c2ccc(=O)[nH]n2)cc(OC)c1OC
  -5	3	-0.7	105	-5	-7	1	-2.4	-7
COc1ccc(OCc2nc3ccccc3[nH]2)cc1
  -3	13	-1.6	100	0	-1	-2	-3.1	3
COc1ccc(/C=C2\N=C(C)N(c3ccc(C(=O)O)cc3)C2=O)cc1OC
  18	7	-0.1	102	3	-1	-1	-0.6	0
CC1CCCCN1c1ncnc(N)c1[N+](=O)[O-] (stereo not drawn)
  18	1	-3.9	100	3	3	-2	-4.7	1
O=C(NCCN1CCOCC1)c1ccc(Cl)cc1O
  -2	14	-2.3	100	-2	2	-3	-0.2	3
C=CCc1c(NCCO)nc(C)[nH]c1=O
  15	2	0.5	86	1	17	-13	-1.4	-2
COCCCNC(=O)C12CCC(C)(C(=O)C1)C2(C)C (stereo not drawn)
  2	3	-1.6	104	8	1	2	-1.2	-13
COc1ccccc1N1CCN(CC(=O)Nc2cccc(F)c2)CC1
  22	-3	-2.7	109	-16	-2	12	-1.6	-1
CC1OC(OC2C(OC3C(O[C@H]4CC[C@]5(C)C6C=C[C@]78OC[C@@]9(CC[C@@H](C)[C@H](C)C97)[C@H](O)C[C@@]8(C)[C@]6(C)CC[C@H]5C4(C)C)OC(C)C(O)C3O)OC(CO)C(O)C2O)C(O)C(O)C1O (stereo partly drawn)
  -14	7	nt	80	nt	nt	-21	nt	nt
O=c1c(S(=O)(=O)c2ccc(Cl)cc2)cn(Cc2ccccc2F)c2ccc(F)cc12
  -3	18	-1.7	99	-3	0	0	-0.9	1
Fc1ccccc1-c1nc2ncccc2o1
  21	7	2.1	90	-3	7	-10	3.3	-5
Cc1nc(C(=O)N(C)C)nn1-c1cc(Cl)ccc1Cl
  24	35	-0.8	76	-2	1	-14	-0.1	0
N#Cc1cc(C(=O)c2cc(F)ccc2O)cn(Cc2ccccc2)c1=O
  1	12	0.4	100	-8	3	2	-0.2	-6
COc1ccc(OC)c(C2NC(=O)CCC2[N+](=O)[O-])c1 (stereo not drawn)
  11	17	-1.8	106	-4	-12	9	-1.7	-1
Cn1c(SCC(=O)NC2CCCCC2)nnc1-c1cccnc1
  11	-4	-2.8	95	-4	15	-1	-0.5	4
COc1ccc(CCNC(=O)COc2ccc(-c3ccc(C#N)cc3)cc2)cc1
  0	19	-1.1	109	-4	11	15	-0.4	-3
O=C(NC1CC2CCCC(C1)N2C(=O)NC1CCCCC1)c1ccc(F)cc1 (stereo not drawn)
  16	-3	-3.2	104	-10	-1	2	-0.7	-2
